IDE act = activators of human insulin-degrading enzyme in cells; AID 493087; 340,000 tested, 0.073% active; HEK cells, FAbeta-B cleavage, fluorescence polarization; 0% vehicle, 100% cell-free pure enzyme wells; activation, % at 5.96 µM; P14735;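 active = activation above the mean of all tested compounds plus 3 SD, set per screening campaign, cut at about 17% in these data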
IDE inh = inhibits human insulin-degrading enzyme in HEK cells; FAbetaB cleavage, fluorescence polarization; 320,000 tested, 0.41% active; inhibition, % at 5.59 µM;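 active = percent inhibition above the average of all tested compounds plus 3 SD, set per screening campaign, cut at about 16% in these data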;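 also: IDE supplied by intact live HEK cells; FP after avidin binding of uncleaved biotin substrate so inhibition keeps polarization high; 0% = DMSO wells and 100% = 60 µM reference IDE inhibitor Ii1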
PfM18AAP inh = blocks P. falciparum M18 aspartyl aminopeptidase | recombinant PfM18AAP, H-Glu-NHMec fluorogenic cleavage | inhibition, % at 7.35 µM | 290,000 tested, 1.2% active;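 active = inhibition above the campaign mean inhibition over all tested compounds plus 3 SD, cut at about 28% in these data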;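 also: 0% = plate median of test compound wells and 100% = 2 mM ZnCl2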
NALP1 inh = inhibitors of NALP1 inflammasome in yeast | S. cerevisiae NALP1/ASC/caspase-1 growth, X-gal OD620, 72 h | inhibition, % at 10 µM | 280,000 tested, 0.61% active | AID 2071; in the data active = inhibition mostly above about 24%, no sharp cut-off; inactive = mostly below about 32%; also: some compounds called inactive have numbers as strong as hits
p-CIP stab down = compounds decreasing mouse p/CIP protein stability; AID 1984; 290,000 tested, 0.01% active; Q05BA5; decrease of EGFP signal, % at 10 µM; F442A p/CIP-EGFP cells, EGFP fluorescence, 16 h;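 active = EGFP signal decrease of at least 30% at 10 µM or well 3 SD below plate mean, unless failing retest; inactive = the rest, including hits failing retest or dose response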; also: some compounds called inactive have numbers as strong as hits; many of its hits are not listed in these tables
IMP-1 inhibitor = inhibitors of Pseudomonas aeruginosa IMP-1 metallo-beta-lactamase | 290,000 tested, 0.45% active | inhibition, % at 5.6 µM | purified IMP-1, nitrocefin hydrolysis, epi-absorbance fluorescence;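 active = inhibition above the mean plus 3 SD of all compounds in the same screening run, cut at about 4.5% in these data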;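 also: 0% = IMP-1 with DMSO and 100% = DMSO wells lacking enzyme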
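Assay system: purified recombinant IMP-1 beta-lactamase. Input: IMP-1 0.2 nM before substrate addition. Buffer or medium: Zinc- and detergent-supplemented HEPES buffer, pH 7.1. Schedule: 25 °C, 15 min preincubation, 25 min reaction. Signal: Epi-absorbance fluorescence, 480 nm excitation, 530 nm emission. Evaluation: percent inhibition from optical density relative to buffer-blank wells.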
PHOSPHO1 inh = blocks human PHOSPHO1 phosphatase activity. recombinant PHOSPHO1, absorbance phosphatase assay. inhibition, % at 13.3 µM. 290,000 tested, 1.1% active; in the data active = inhibition above about 60%
Target sequence (Q8TCT1 whole entry, looked up): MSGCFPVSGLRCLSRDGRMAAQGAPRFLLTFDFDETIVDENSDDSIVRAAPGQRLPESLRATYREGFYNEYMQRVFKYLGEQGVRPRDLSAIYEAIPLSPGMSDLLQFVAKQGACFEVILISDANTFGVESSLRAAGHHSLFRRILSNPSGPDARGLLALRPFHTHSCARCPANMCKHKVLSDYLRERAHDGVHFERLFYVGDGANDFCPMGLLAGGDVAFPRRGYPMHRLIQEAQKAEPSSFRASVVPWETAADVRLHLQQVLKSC
GPR7 antag = antagonists of human GPR7 (neuropeptides B/W receptor 1); GPR7-expressing cells, fluorescence antagonist assay; inhibition, % at 4.4 µM; 290,000 tested, 1.1% active; AID 1861; in the data active = inhibition above about 16%, passing the limit was not always enough;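 also: cells stimulated with the agonist NPW; 0% = agonist with vehicle and 100% = vehicle without agonist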
Target sequence (P48145 whole entry, looked up): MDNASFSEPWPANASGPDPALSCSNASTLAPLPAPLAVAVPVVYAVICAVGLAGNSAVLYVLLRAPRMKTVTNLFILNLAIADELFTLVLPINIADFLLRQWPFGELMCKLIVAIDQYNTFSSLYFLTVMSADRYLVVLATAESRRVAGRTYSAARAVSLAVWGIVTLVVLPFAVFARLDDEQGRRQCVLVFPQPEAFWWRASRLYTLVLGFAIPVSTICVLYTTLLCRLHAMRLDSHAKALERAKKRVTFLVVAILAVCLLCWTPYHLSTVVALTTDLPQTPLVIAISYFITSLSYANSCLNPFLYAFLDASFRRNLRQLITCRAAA
VIM-2 inhibitor = blocks Pseudomonas aeruginosa VIM-2 metallo-beta-lactamase; 290,000 tested, 0.89% active; inhibition, % at 5.6 µM; purified VIM-2, nitrocefin hydrolysis, epi-absorbance fluorescence;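 active = inhibition above the mean of all tested compounds plus 3 SD, cutoff set per screening run, cut at about 7.5% in these data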;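 also: red hydrolysis product quenches plate fluorescence so inhibitors raise well fluorescence; 0% = enzyme with DMSO and 100% = DMSO without enzyme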
* = called active by the depositor; nt = not tested or not shown.

Results follow in this order: IDE act	IDE inh	PfM18AAP inh	NALP1 inh	p-CIP stab down	IMP-1 inhibitor	PHOSPHO1 inh	GPR7 antag	VIM-2 inhibitor
- O=C(CN(C(=O)CNS(=O)(=O)c1ccc(F)cc1)c1ccccc1F)NCc1ccco1
→ 1	-7	-2	14	-7	-0.9	36	-5	-0.1
- CCOC(=O)C1CCCCN1Cc1cccc(F)c1 (stereo unspecified)
→ 6	3	11	49	-8	-1.8	-3	1	-3.0
- Nn1c(SCCOc2ccccc2)nnc1-c1cccnc1
→ 0	4	-2	29	3	-6.6	-2	4	-1.6
- O=C(/C=C/c1ccc2c(c1)OCCO2)c1ccccc1
→ nt	6	13	-1	-9	-3.9	32	-3	-2.6
- CC(C)N(C(=O)Cn1c(-c2cccnc2)ccc(C#N)c1=O)C(C)C
→ 5	6	-1	11	4	-2.0	44	-14	-3.5
- CCCCC(O)(c1ccc(F)cc1)C(CN1CCOCC1)c1ccc(Cl)cc1 (stereo unspecified)
→ -1	-3	-2	16	-9	-1.8	46	2	-1.5
- Cn1c(=O)[nH]c(=O)c2c1nc(Sc1ncccn1)n2CCCc1ccccc1
→ 9	-7	-2	-1	-22	-3.8	-4	0	-2.6
- N#Cc1cnn(-c2nc3sc4c(c3c(=O)[nH]2)CCCC4)c1N
→ 8	3	2	30	-5	-2.8	59	-9	-0.5
- Cc1ccc(C)c2[nH]c(=O)c(CN(Cc3ccco3)S(=O)(=O)c3ccc4c(c3)OCCO4)cc12
→ -2	3	2	-2	-3	-3.7	20	-3	-0.9
- O=C(C1=NN[C@@H]2C(=O)N(c3cccc(F)c3)C(=O)[C@H]12)c1cnccn1
→ nt	-3	-3	12	-11	-4.7	-8	-8	-6.0

The results go on.
Results follow in this order: IDE act	IDE inh	PfM18AAP inh	NALP1 inh	p-CIP stab down	IMP-1 inhibitor	PHOSPHO1 inh	GPR7 antag	VIM-2 inhibitor
- CC1(c2ccccc2)NC(=O)N(CC(=O)NNC(=O)c2ccccc2)C1=O (stereo unspecified)
→ 4	4	4	0	-4	-2.8	nt	-16	-2.9
- COc1ccc(CCNC(=O)COc2cc(C)cc3oc(=O)cc(C)c23)cc1
→ -2	2	0	2	2	-2.0	7	26*	-0.7
- CC1(C)Cc2c(cnn2-c2ccccc2)C(NC(=O)CCN2CCCCO2)C1 (stereo unspecified)
→ 2	7	-3	-1	1	-5.3	28	-1	-3.5
- O=C(O)c1ccc(-c2ccccn2)s1
→ 3	3	6	-4	3	-2.2	-42	-6	0.2
- COc1ccc(C(=O)NC(C)c2nnc(SCc3ccc(Cl)c(Cl)c3)n2C)cc1 (stereo unspecified)
→ 3	5	11	-4	-11	1.8	82*	-3	2.5
- O=C(O)CNc1nc(-c2ccccc2)nc2c1oc1ccccc12
→ 4	-3	2	-5	1	-1.6	24	-8	-1.0
- CC1(C)CC(=O)c2sc(NS(=O)(=O)c3ccc([N+](=O)[O-])cc3)nc2C1
→ 5	3	6	-2	-9	-3.5	41	-2	-4.4
- COc1ccc(C)cc1NC(=O)C1CCN(C(=O)C2CC(=O)N(c3ccc(C)cc3)C2)CC1 (stereo unspecified)
→ 5	2	-9	11	-4	-0.8	15	-1	-0.6
- N=C1/C(=C/c2cccn2Cc2ccc(F)cc2)C(=O)N=C2SC=CN12
→ 1	3	4	12	0	-3.0	12	-21	-3.4
- CC(C)CN1CCNC(=O)C1CC(=O)NCc1cnn(-c2cccc(F)c2)c1 (stereo unspecified)
→ 4	2	6	11	-14	-1.8	14	-20	-1.7

Reprinted from the part before: three entries, followed by the next part.
Results follow in this order: IDE act	IDE inh	PfM18AAP inh	NALP1 inh	p-CIP stab down	IMP-1 inhibitor	PHOSPHO1 inh	GPR7 antag	VIM-2 inhibitor
- COc1ccc(C)cc1NC(=O)C1CCN(C(=O)C2CC(=O)N(c3ccc(C)cc3)C2)CC1 (stereo unspecified)
→ 5	2	-9	11	-4	-0.8	15	-1	-0.6
- N=C1/C(=C/c2cccn2Cc2ccc(F)cc2)C(=O)N=C2SC=CN12
→ 1	3	4	12	0	-3.0	12	-21	-3.4
- CC(C)CN1CCNC(=O)C1CC(=O)NCc1cnn(-c2cccc(F)c2)c1 (stereo unspecified)
→ 4	2	6	11	-14	-1.8	14	-20	-1.7
- O=C(Nc1ccccc1C(F)(F)F)c1cnccn1
→ 8	1	2	nt	-4	-3.9	nt	-11	-2.1
- O=C(NCc1nnc(SCC(=O)N2CCCc3ccccc32)o1)c1ccco1
→ 1	3	1	0	-2	-2.3	-33	-6	-0.9
- CC1CCCC(C)N1C(=O)c1cc(-c2cccs2)on1 (stereo unspecified)
→ 2	1	-3	4	-1	-4.9	-17	-2	-2.4
- Cc1ccc(NC2=NC3(CCCCC3)N=C(N)N2)c(C)c1
→ 4	-3	1	6	41	-3.7	7	-7	-4.4
- O=C(C1CCC1)N1CCc2cc(S(=O)(=O)NC3CCCC3)ccc21
→ 0	0	0	14	-14	-3.8	-23	-11	-2.2
- Cc1nc(C)c(-c2ccccc2)c(=O)[nH]1
→ -3	-2	-2	-17	-15	-1.9	-6	-12	-3.0
- COc1cc(C2C(C(=O)OC(C)C)=C(C)Nc3[nH]c(=O)[nH]c(=O)c32)ccc1O (stereo unspecified)
→ 5	4	4	-12	-3	0.7	-8	-19	-4.5
- CC1CCc2c(sc(NC(=O)C3CCCO3)c2C#N)C1 (stereo unspecified)
→ -2	1	2	5	-1	0.4	43	-6	-1.6
- O=C(CN1C(=O)C2CC=CCC2C1=O)Nc1ccc(Br)cc1 (stereo unspecified)
→ 4	1	4	24	10	-2.1	32	-8	-3.8
- Cc1ccc(N2CC(C)Cn3c2nc2c3c(=O)[nH]c(=O)n2C)cc1C (stereo unspecified)
→ -3	3	4	-3	-9	-1.8	37	-14	8.7*

Arranged by value in NALP1 inh (descending): 3 of the compounds above
Results follow in this order: IDE act	IDE inh	PfM18AAP inh	NALP1 inh	p-CIP stab down	IMP-1 inhibitor	PHOSPHO1 inh	GPR7 antag	VIM-2 inhibitor
- N#Cc1cnn(-c2nc3sc4c(c3c(=O)[nH]2)CCCC4)c1N
→ 8	3	2	30	-5	-2.8	59	-9	-0.5
- CC1CCc2c(sc(NC(=O)C3CCCO3)c2C#N)C1 (stereo unspecified)
→ -2	1	2	5	-1	0.4	43	-6	-1.6
- O=C(O)c1ccc(-c2ccccn2)s1
→ 3	3	6	-4	3	-2.2	-42	-6	0.2

Additional entries follow.
Results follow in this order: IDE act	IDE inh	PfM18AAP inh	NALP1 inh	p-CIP stab down	IMP-1 inhibitor	PHOSPHO1 inh	GPR7 antag	VIM-2 inhibitor
- C/C(N)=C(/C#N)C(=O)COC(=O)c1cc(-c2ccccc2)nc2ccc(Br)cc12
→ nt	-2	1	8	3	-0.8	-14	-10	0.0
- COCCCNC(=O)Cn1cnc2sc(C)c(S(=O)(=O)N3CC(C)CC(C)C3)c2c1=O (stereo unspecified)
→ -1	0	1	8	-7	-3.5	23	-14	-1.4
- Cc1ccccc1NC(=S)N/N=C/c1ccc(O)cc1O
→ 6	0	26	-18	6	-0.3	2	1	-2.0
- O=C(Nc1cc(Cl)ccc1O)C1CC(c2ccccc2O)=NO1 (stereo unspecified)
→ 0	0	11	5	-9	-2.6	-2	-8	0.4
- Cc1cc(NS(=O)(=O)c2ccc(NC(=S)NC(=O)c3ccncc3)cc2)no1
→ 2	-8	7	-15	-7	-2.5	28	-18	-2.2
- Clc1nc(CN2CCOCC2)nc2sc3c(c12)CCC3
→ 4	-1	0	-7	-7	-3.6	36	-8	-2.6
- CCCCCn1c(CNC(C)=O)nc2ccccc21
→ 4	-6	-5	6	10	1.3	19	3	1.6
- CCN(CCCn1c(SCC#N)nc2ccccc2c1=O)c1ccccc1
→ 4	3	7	0	-12	-0.7	23	4	-1.6
- COc1ccc(NC(=S)NC2CCCC2)c(OC)c1
→ 1	4	-4	15	-5	-7.0	19	-13	-2.8
- CC(=O)/C(=N\Nc1cccc(Cl)c1)Sc1cccc2cccnc12
→ 3	8	-1	10	-6	-5.4	-12	-10	-3.1

(next part)
Screens by letter – A = IDE act; B = IDE inh; C = PfM18AAP inh; D = NALP1 inh; E = p-CIP stab down; F = IMP-1 inhibitor; G = PHOSPHO1 inh; H = GPR7 antag; I = VIM-2 inhibitor
CCOc1ccc(OCC)c(NC(=O)CCS(=O)(=O)c2ccc(C)cc2)c1
  A: 0; B: 4; C: -4; D: 8; E: -2; F: -1.3; G: -11; H: -13; I: -1.9

C/C(=N\NC(=O)c1cccc([N+](=O)[O-])c1)c1ccco1
  A: 2; B: 9; C: 3; D: -10; E: -5; F: -2.4; G: -42; H: -13; I: -3.0

CCOC(=O)c1c(NC(=O)c2cccs2)sc(C(=O)N(C)C)c1C
  A: 4; B: -3; C: -26; D: 7; E: -14; F: 2.3; G: 36; H: 7; I: 4.7

COc1cccc(N2CC34C=CC(O3)C(C(=O)O)C4C2=O)c1 (stereo unspecified)
  A: 5; B: 4; C: 6; D: -1; E: -16; F: -3.7; G: -2; H: -4; I: -1.8

COc1ccc(N(CC(=O)NC2CCCC2)C(=O)Cn2nnc(-c3ccc(OC)c(OC)c3)n2)c(OC)c1
  A: 5; B: 0; C: -10; D: -14; E: -7; F: -0.7; G: 17; H: -15; I: 0.3

COc1ccc(NC(C)C(=O)Nc2cc(C(F)(F)F)ccc2N2CCOCC2)c(OC)c1 (stereo unspecified)
  A: 1; B: -2; C: -6; D: 39; E: -7; F: -1.5; G: 2; H: -3; I: -0.8

C/C(=N\NC(=O)C(=O)Nc1ccc(C)c(Cl)c1)c1ccncc1
  A: -1; B: 4; C: -3; D: 19; E: -1; F: -2.9; G: -4; H: -9; I: -2.5

N#Cc1ccc(Oc2nc(C(N)=O)cc(-c3ccccc3)n2)cc1
  A: 6; B: 3; C: -1; D: 14; E: -1; F: -2.3; G: 31; H: 3; I: -2.2

CSc1ccccc1C(=O)NC(C)c1ccc(-n2ccnc2)cc1 (stereo unspecified)
  A: -2; B: 6; C: 6; D: 13; E: -19; F: -1.7; G: -1; H: -4; I: 0.7

CC(=O)Nc1sc(C)c(C)c1C(=O)OCC(=O)N(C)C1CCS(=O)(=O)C1 (stereo unspecified)
  A: -1; B: 4; C: 10; D: 13; E: -2; F: -1.6; G: -1; H: 3; I: 1.4

Source: PubChem (several laboratories)
